Bioassay records (PubChem BioAssay)
HP1b chromo inh: inhibitors of HP1-beta chromodomain binding to methylated histone tails; AlphaScreen HP1-beta / biotin-H3K9me3 peptide binding; Potency, µM (doses to about 114 µM), inactives show at the top dose activity change, negative = inhibition, usual class: inhibitors; hit rate 0.56% among 390,000; note: potency is the fitted concentration of half-maximal effect; nearly all actives have a fitted effect of over 70% in size; inactives centre near 23
Target sequence (P83916 whole entry, looked up): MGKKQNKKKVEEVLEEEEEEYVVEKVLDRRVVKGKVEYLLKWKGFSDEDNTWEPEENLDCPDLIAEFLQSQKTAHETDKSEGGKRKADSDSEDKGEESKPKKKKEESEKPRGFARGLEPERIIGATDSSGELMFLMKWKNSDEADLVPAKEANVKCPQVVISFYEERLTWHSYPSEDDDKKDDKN
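Compound inhibition of the preformed complex between 50 nM HP1-beta and 50 nM biotinylated H3K9me3 peptide was read by AlphaScreen. Buffer was PBS pH 7.4 with 0.01% Tween-20. Incubations ran 30 min at room temperature, with 10 ug/mL donor/acceptor beads.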
GLS inh: inhibitors of human glutaminase (GLS). Potency, µM (series often up to 45.5 µM), inactives show at the top dose activity change, negative = inhibition, actives largely listed as inhibitors. hit rate 0.21% among 410,000. AID 624170. O94925. GLS enzymatic activity, qHTS titration; note: potency is the fitted concentration of half-maximal effect; % is set by controls: 0 for no effect and ±100 for the full control effect
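hKGA; 45 mM KH2PO4 pH 8.2 + 0.02% Tween-20; cpd via pin tool; 1 mM Gln soln; GluOx/HRP/Amplex Red; RT 30 min; fluor. t0 & final.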
G9a inh: inhibitors of human histone lysine methyltransferase G9a. G9a H3K9 monomethylation, AlphaScreen, 2 h. Potency, µM (series often up to 102 µM), without a hit: top-dose activity, negative = inhibition, hits mostly inhibitors. hit rate 8.8% among 350,000. AID 504332; note: potency is the fitted concentration of half-maximal effect; % is set by controls: 0 for no effect and ±100 for the full control effect; nearly all actives have a fitted effect of over 75% in size
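Readings reflect AlphaScreen signal from monomethyl-H3K9 antibody detection. HMT at 20 nM; substrate b-H3K9 500 nM; cofactor SAM 20 uM; 2 h RT reaction; compounds tested as titrations in qHTS with 15 min preincubation.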
JMJD2A Tudor inh: blocks the human JMJD2A Tudor domain | Potency, µM (top dose mostly 114 µM), inactives show top-dose activity change, negative = inhibition, usual class: inhibitors | hit rate 4.4% among 390,000 | AlphaScreen JMJD2A-Tudor / H3K4me3 peptide binding | AID 504339 | O75164; note: potency is the fitted concentration of half-maximal effect; % is set by controls: 0 for no effect and ±100 for the full control effect; nearly all actives have a fitted effect of over 50% in size
PI4K2A inh: blocks human PI4K2A kinase activity; Q9BTU6; purified PI4K2A, ADP-Glo luminescence, 1 h; stronger effect = lower value; activity change, negative = inhibition, % at 76.9 µM; hit rate 0.13% among 420,000; AID 1346378; in the data active = activity change below about -50%; inconclusive = mostly about -30% to -49%;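 note: -100% = wells without enzyme as full effect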
Target sequence (Q9BTU6 whole entry, looked up): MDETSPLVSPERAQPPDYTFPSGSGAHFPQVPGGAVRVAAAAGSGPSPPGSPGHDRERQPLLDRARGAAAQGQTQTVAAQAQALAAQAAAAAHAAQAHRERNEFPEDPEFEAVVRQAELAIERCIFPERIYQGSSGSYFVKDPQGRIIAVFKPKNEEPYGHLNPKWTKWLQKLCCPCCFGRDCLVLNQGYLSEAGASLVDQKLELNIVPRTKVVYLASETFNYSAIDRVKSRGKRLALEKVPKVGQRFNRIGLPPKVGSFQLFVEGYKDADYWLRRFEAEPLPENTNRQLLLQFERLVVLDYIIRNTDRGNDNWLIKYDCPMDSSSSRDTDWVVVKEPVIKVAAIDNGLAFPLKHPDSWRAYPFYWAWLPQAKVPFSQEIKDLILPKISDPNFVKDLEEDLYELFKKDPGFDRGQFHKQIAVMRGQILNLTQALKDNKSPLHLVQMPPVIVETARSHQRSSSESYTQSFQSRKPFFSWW
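Compounds are screened against recombinant PI4K2A using PI as substrate and ATP, the latter dispensed at 300 microM. Reactions run one hour at ambient temperature before ADP-Glo detection; full inhibition defined by wells lacking enzyme.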
Tb PGK inh: blocks T. brucei phosphoglycerate kinase | hit rate 0.043% among 380,000 | Potency, µM (titrated, usually from 57.5 µM), without a hit: at the top dose activity change, negative = inhibition, most hits filed as inhibitors | PGK/GAPDH coupled, Kinase-Glo luminescence, 60 min; note: potency is the fitted concentration of half-maximal effect; % is set by controls: 0 for no effect and ±100 for the full control effect; nearly all actives have a fitted effect of over 60% in size
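Luminescent ATP detection (Kinase-Glo Plus) follows a 60-minute room-temperature incubation, with wells lacking PGK as controls. Buffer: 100 mM TEA (pH 7.6), 5 mM MgCl2, 0.01% Tween-20. Coupling enzyme GAPDH (100 nM final) supplies unstable 1,3-BPG in-well.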
BAZ2B block: blocks human BAZ2B; Potency, µM (doses to about 114 µM), inactives show top-dose activity change, negative = inhibition, actives largely listed as inhibitors; hit rate 4.4% among 360,000; AID 504333; AlphaScreen BAZ2B-H3K14Ac peptide displacement; Q9UIF8; note: potency is the fitted concentration of half-maximal effect; % is set by controls: 0 for no effect and ±100 for the full control effect; nearly all actives have a fitted effect of over 60% in size
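AlphaScreen displacement of biotin-H3(5-23)K14Ac peptide (50 nM final) from BAZ2B (50 nM final) in PBS pH 7.4, 0.01% Tween-20; complex preformed 30 min RT, then compounds (top 110 uM) 30 min RT, beads 20 min dark.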
Pin1 inhibitor: human Pin1 inhibition; Pin1 FP peptide displacement, HiFluor488, 10 min; hit rate 0.009% among 390,000; Potency, µM (series often up to 115 µM), inactives show at the highest dose activity, negative = inhibition, most hits filed as inhibitors; Q13526; AID 504891; active = well fitted inhibition curve with a large enough effect in the polarisation, with a control signal flat, not every such curve was filed as active; inconclusive = small, poorly fitted or top-dose-only effect, or effect the other way, or a change in a side signal; inactive = no such curve, though single readings can be large or run the other way; the % refers to the polarisation; note: potency is the fitted concentration of half-maximal effect; % is set by controls: 0 for no effect and ±100 for the full control effect
Target sequence (Q13526 whole entry, looked up): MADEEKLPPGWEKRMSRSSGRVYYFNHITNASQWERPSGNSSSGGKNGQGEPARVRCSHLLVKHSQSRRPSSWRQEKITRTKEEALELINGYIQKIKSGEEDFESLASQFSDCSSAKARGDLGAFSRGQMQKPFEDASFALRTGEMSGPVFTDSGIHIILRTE
POLH inh: blocks human DNA polymerase eta activity; Q9Y253; recombinant Pol eta, fluorescent DNA replication assay; Potency, µM (titrated, usually from 114 µM), for the others: at the top dose activity change, negative = inhibition, usual class: inhibitors; hit rate 1.2% among 390,000; note: potency is the fitted concentration of half-maximal effect; % is set by controls: 0 for no effect and ±100 for the full control effect
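Pol eta (10 nM) was preincubated with compounds for 15 min at room temperature, after which fluorescent replication substrate (50 nM final) was added to start the reaction. Fluorescence was read kinetically at 0 and 10 min.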
Starred values were filed as active, the others as inactive; i = inactive; ? = inconclusive; . = not tested or not shown; [ ] = dose if it differs, or a comment. Unless noted, calls come from the whole dose curve; as a rule, active = well fitted curve in the direction sought with a large enough effect; inconclusive = small, poorly fitted or top-dose-only effect, or another doubt; inactive = no such curve, though single readings can be large; an effect the other way counts as inactive or inconclusive.

Below each SMILES: HP1b chromo inh | GLS inh | G9a inh | JMJD2A Tudor inh | PI4K2A inh | Tb PGK inh | BAZ2B block | Pin1 inhibitor | POLH inh
1. C=CC[C@H](CC(=O)OC(C)(C)C)C(=O)OC[C@@H]1CCCN1C(=O)[C@H](CC=C)CC(=O)N[C@H](CO)Cc1ccccc1
 : 71%[activator] | 2% | . | -12% | -1 | -5% | . | -3% | -17%
2. O=S1(=O)NC[C@]23C[C@H](c4ccc(F)cc4)[C@@H](C[C@@H]21)O3
 : 16% | 0% | -20%[59 µM] | -19% | 5 | -8% | -7% | 0% | -6%
3. CN1C(=O)[C@H]2[C@@H](C3CC3)N3C(=O)CN(CC4CC4)C(=O)[C@@]3(C)[C@H]2C1=O
 : 83%[activator] | 1% | -48% | -5% | -5 | -10% | -23% | -14% | -5%
4. CN1CCN(C(=S)Nc2cccc(C(F)(F)F)c2)CC1
 : 34%[activator] | 9% | 4%[59 µM] | -15% | 3 | -15% | -4% | -1% | -5%
5. O=C(O)[C@H]1CCC(=O)N1Cc1ccco1
 : 25% | 4% | ? | -8% | 3 | -11% | 11% | -9% | ?
6. CCCOC(=O)c1c(NC(=O)C2C3C=CC(C3)C2C(=O)O)sc2c1CCC(C)C2 (stereo not drawn)
 : ? | -23% | 8.9µM* | 28µM* | 1 | -13% | ? | ? | ?
7. C/C(CC(=O)NC(C)C)=N\NC(=O)C(c1ccccc1)c1ccccc1
 : 32% | 0% | 2% | -12% | -6 | i | 4% | -1% | -2%
8. CCN(CC)CCN(C(=O)c1ccc(S(=O)(=O)N(C)C2CCCCC2)cc1)c1nc2ccc(OC)cc2s1
 : 30% | 10% | ? | ? | 0 | 6% | -38% | 0% | -22%
9. O=C(COc1ccccc1)Nc1ccccc1OCc1cc(=O)n2ccccc2n1
 : 31%[57 µM] | 3% | 5%[59 µM] | 3% | 0 | -2% | 5% | -3% | -5%
10. CCOc1ccc(NC(=O)CN(C)C(=O)Cn2c(=O)cnc3ccccc32)cc1OCC
 : 36% | 0% | 20%[59 µM] | 5% | -3 | -8% | 11% | 4% | -17%
11. O=C(CS(=O)(=O)Cc1ccccc1)NCc1ccco1
 : 19%[57 µM] | 1% | ? | -12% | 0 | -6% | -24% | 8% | 4%
12. N/C(=N\OC(=O)c1ccccc1Cl)c1ccc(Cl)cc1
 : 50%[activator] | 1% | 52%[activator] | 7%[57.1 µM] | 7 | -7% | 12% | 0% | -11%
13. O=C(NCCN1CCOCC1)c1cc2c(=O)n3ccccc3nc2n1Cc1ccccc1
 : 51% | 1% | -38% | 6% | 16 | 1% | 3% | 3% | -9%
14. CN1OC[C@@H]2CN(S(=O)(=O)c3cccc(C(F)(F)F)c3)[C@H](c3ccc(-c4cccnc4)cc3)C[C@@H]21
 : . | 0% | . | . | 1 | 4% | . | . | -1%
15. Cc1cccc(NC(=O)c2ccc3c(Cl)c4c(nc3c2)CCCC4)n1
 : 18% | -3% | 6% | -11% | -3 | -2% | -6% | 3% | -11%
16. O=C(O)C1CC=C(Cl)CC1C(=O)NC1CCCCC1 (stereo not drawn)
 : 39% | -8% | ? | -6% | -2 | i | -13% | -4% | -12%
17. CCc1ccc2oc(-c3ccc(NC(=O)c4cc5ccccc5o4)cc3)nc2c1
 : 35% | -1% | 7%[59 µM] | 3% | -3 | 11% | 2% | 17% | -5%
18. O=C(CNC(=O)c1ccc(Cl)cc1Cl)NCc1ccccn1
 : 32% | 21% | 5%[12.7 µM] | -11% | 0 | 3% | -1% | -7% | -12%
19. CCOc1ccc(C(=O)NC2CCN(C(=O)Nc3ccc(F)cc3)CC2)cc1
 : -1% | -18% | 20% | 1% | -2 | -4% | 6% | 2% | -7%
20. CCOc1ccc(C2/C(=C(\O)c3cccc(OC)c3)C(=O)C(=O)N2c2ccccn2)cc1OC (stereo not drawn)
 : 16% | 23% | ? | -17% | -10 | -4% | -16% | 4% | 6%
21. O=C(/C(C=Nc1ccc(Br)cc1)=C(/O)c1ccco1)C(F)(F)F
 : 38% | -1% | 45µM* | -25% | 2 | -12% | -1% | ? | -10%
22. CCOc1ccccc1Nc1nnc(SCC(=O)Nc2cccc(S(=O)(=O)NC3=NCCCCC3)c2)s1
 : 22% | -11% | 40µM* | -8% | 0 | i | -9% | 8% | -6%
23. COc1ccc(CCC(C)N2CCc3ccccc3C2)cc1 (stereo not drawn)
 : 43%[activator] | 16% | . | -1% | 0 | -5% | 12% | -3% | -13%
24. COc1ccc(-c2cc(C(=O)Nc3cccc(Cl)c3)no2)cc1
 : 38% | -3% | 18% | -4% | 9 | 3% | 27% | -2% | -19%
25. CN(CC(O)Cn1c2ccccc2c2ccccc21)S(C)(=O)=O (stereo not drawn)
 : 28% | 8% | 20% | -4% | 2 | -2% | -20% | -2% | 3%
26. O=[N+]([O-])c1ccc(Cl)cc1Sc1cccc2cccnc12
 : 7% | 13% | -4%[59 µM] | -7% | -4 | 1% | -6% | -2% | 10%
27. CCOc1ccc(NC(=S)N(CCCN2CCCC2)Cc2cccn2Cc2ccc(Cl)cc2)cc1
 : 5% | -11% | 40µM* | ? | 0 | -4% | ? | -1% | -21%
28. COc1ccc2nc(SCC(=O)c3c(C)[nH]c4ccccc34)nc(C)c2c1
 : 12% | 8% | -38%[59 µM] | -13% | 0 | -1% | ? | ? | 7%
29. Cc1cc(NCCC(C)C)n2nc(C)c(-c3ccccc3)c2n1
 : 169%[activator] | 4% | 69%[activator][59 µM] | 57%[activator] | 0 | -9% | 48%[activator] | 1% | -15%
30. COc1ccc(Oc2nc3c(C)cccn3c(=O)c2/C=C(\C#N)c2nc3ccccc3[nH]2)cc1
 : 11% | 3% | 6%[59 µM] | -18% | 1 | . | -15% | ? | .
31. COc1ccc(-n2nc(C(=O)NCCCOC(C)C)c3c4ccccc4n(C)c3c2=O)cc1
 : 22% | 1% | 0%[59 µM] | -2% | -8 | . | . | 7% | .
32. CC(=O)c1ccccn1
 : 26% | 2% | 20%[12.7 µM] | -13% | 0 | -6% | 26% | -3% | -11%
33. COCCN=C1Sc2nc3cc(C)c(C)cc3cc2CN1Cc1cccs1
 : 51%[activator] | 8% | 9%[59 µM] | 18% | -4 | -1% | 7% | 14% | -19%
34. O=C(CN(Cc1ccc(F)cc1)C(=O)CNS(=O)(=O)c1ccc(F)cc1)NCc1ccco1
 : 22% | -2% | 9% | -4% | 1 | 1% | 10% | -5% | -24%
35. O=C(C(Cc1ccccc1)N1C(=O)C2C3C=CC(C3)C2C1=O)N1CCCCCC1 (stereo not drawn)
 : 52% | -15% | 8%[59 µM] | -8% | -6 | i | 3% | -6% | -16%
36. CC(C)[C@H](NC(=O)N1CCn2c1nc1ccccc12)C(=O)NCc1ccc(F)cc1
 : 80%[activator] | 3% | -2% | -8% | -4 | -3% | -15%[57.1 µM] | 0% | -16%
37. CCN(CC)C(=O)CSc1nnc(-c2cccc(OC)c2)o1
 : 38% | 2% | -6%[12.7 µM] | -7% | -1 | -2% | 4% | 1% | -22%
38. Cc1ccc(-n2nc3c(n2)/C(=N/O)CC/C3=N\O)cc1
 : 21% | 7% | 26%[59 µM] | -19% | -6 | -15% | -2% | 2% | -10%
39. O=C(O)C1CC=CCC1C(=O)Nc1ccc2c(c1)CCC2 (stereo not drawn)
 : 32% | -6% | . | 3% | 4 | i | -11% | -4% | -1%
40. O=C1CC(c2c(Cl)cccc2Cl)c2c(ccc3ccccc23)N1 (stereo not drawn)
 : 8% | 1% | -21%[59 µM] | ? | -13 | 10% | 1% | 16% | -31%
41. CN(C)CCNc1ncnc2ccccc12
 : 18% | 6% | ? | -23% | -4 | -2% | ? | -2% | -10%
42. CC1CC(C)CN(C(=S)Nc2ccc(OC(F)F)cc2)C1 (stereo not drawn)
 : 27% | 12% | -3%[59 µM] | -19% | -3 | i | -6% | -6% | -20%
43. O=C(Nc1ccc(O)cc1)c1c(O)c2c([nH]c1=O)CCCC2
 : 14% | 2% | 4% | -3% | 3 | -3% | -11% | 5% | 5%
44. COCCNc1c2c(nc3c(-c4ccccc4)c(C)nn13)CCCC2
 : 116%[activator] | -1% | 22%[12.7 µM] | 33% | -3 | -9% | 34%[activator] | -10% | -18%
45. NC(=O)COC(=O)CC12CC3CC(CC(Br)(C3)C1)C2
 : 16% | 2% | -1% | -6% | -1 | i | -19% | -8% | -14%
46. O=C(CN1C(=O)c2ccccc2S1(=O)=O)N1CCN(c2ccc(F)cc2)CC1
 : 20% | 26% | -27%[12.7 µM] | -13% | 1 | -5% | -3% | 0% | 1%
47. COc1ccccc1OCCN1C(=O)S/C(=C\c2ccco2)C1=O
 : -32% | 2% | ? | -31% | -8 | -1% | ? | 12% | ?
48. Cc1cccc(N2CCN(C3=C(c4ccccc4)C(=O)c4ccccc43)CC2)c1C
 : ? | 9% | 3.5µM* | 5.6µM* | 0 | 10% | 2.2µM* | -19% | -9%
49. Cn1cc(CNC(=O)C2c3ccccc3Oc3ccccc32)cn1
 : 27% | 1% | ? | -9% | -1 | 0% | 11% | -5% | -5%
50. O=C(Nc1nc(-c2cc3ccccc3o2)cs1)c1ccc(S(=O)(=O)N2CCCC2)cc1
 : 29% | 4% | -6%[59 µM] | -21% | 4 | -2% | 5% | 82%[activator] | 20%
51. Cc1cccc(NS(=O)(=O)c2ccc(C(=O)N3CC(C)OC(C)C3)cc2)c1C (stereo not drawn)
 : 26% | 60%[activator] | 3% | -7% | 3 | -6% | 9% | 0% | -5%

Only part of the results is shown; rates above refer to the full screens.
